# CHRM4 agonist = agonists of human muscarinic M4 receptor (CHRM4); CHO-K1 hM4/Gqi5, Fluo-8 calcium fluorescence; vehicle 0%, full acetylcholine response 100%; activation, % at 3 µM; hit rate 0.14% among 360,000;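 active = activation above the run mean over all test wells plus 3 SD, cut at about 32% in these data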;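 note: peak over basal fluorescence ratio per well then scaled between controls; 0% = DMSO wells and 100% = acetylcholine at EC100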
# Target sequence (P08173 whole entry, looked up): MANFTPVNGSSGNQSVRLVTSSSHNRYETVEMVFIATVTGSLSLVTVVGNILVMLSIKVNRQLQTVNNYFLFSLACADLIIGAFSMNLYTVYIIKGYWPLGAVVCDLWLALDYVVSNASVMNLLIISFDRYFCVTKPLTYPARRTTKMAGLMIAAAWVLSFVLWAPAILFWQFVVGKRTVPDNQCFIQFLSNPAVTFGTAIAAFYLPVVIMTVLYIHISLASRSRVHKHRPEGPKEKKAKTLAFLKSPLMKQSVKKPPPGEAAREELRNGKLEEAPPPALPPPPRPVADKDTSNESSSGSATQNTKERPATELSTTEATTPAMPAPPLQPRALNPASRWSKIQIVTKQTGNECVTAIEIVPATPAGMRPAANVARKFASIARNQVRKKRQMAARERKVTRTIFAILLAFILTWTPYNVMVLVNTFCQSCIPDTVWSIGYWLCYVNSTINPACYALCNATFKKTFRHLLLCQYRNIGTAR
# CHRM4 PAM = positive allosteric modulators of human muscarinic M4 receptor. P08173. CHO-K1 hM4/Gqi5, Fluo-8 calcium fluorescence, ACh EC20; 0% = ACh EC20, 100% = maximal ACh. activation, % at 3 µM. hit rate 0.4% among 360,000. AID 624126;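 active = activation above its plate's cutoff, the mean activation of sample wells plus 3 SD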; note: some results filed as inactive read as strong as hits
# M4 antag = blocks acetylcholine activation of human M4 receptor | P08173 | CHO-hM4 cells, ACh EC80, Fluo-8 calcium fluorescence | inhibition, % at 3 µM | hit rate 0.73% among 360,000 | AID 624125;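 active = inhibition above its plate's cutoff, the mean inhibition of sample wells plus 3 SD, cut at about 27% in these data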;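 note: 0% = acetylcholine EC80 with DMSO and 100% = DMSO without agonist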
# CHRM5 antagonist = antagonists of human muscarinic M5 receptor (CHRM5). P08912. inhibition, % at 3 µM. hit rate 0.59% among 360,000. AID 624040. CHO-hM5 cells, Fluo-8 calcium fluorescence, ACh EC80;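 active = inhibition above a per-plate cutoff, the mean of that plate's test compounds plus 3 SD, cut at about 27% in these data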;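 note: 0% = acetylcholine EC80 with DMSO and 100% = DMSO without agonist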
# CHRM1 PAM = positive allosteric modulators of human M1 muscarinic receptor; P11229; CHO-K1 hM1, Fluo-8 calcium fluorescence, ACh EC20; 0% = ACh EC20, 100% = maximal ACh; activation, % at 3 µM; hit rate 0.088% among 360,000; in the data active = activation above about 19%, passing the limit was not always enough
# Target sequence (P11229 whole entry, looked up): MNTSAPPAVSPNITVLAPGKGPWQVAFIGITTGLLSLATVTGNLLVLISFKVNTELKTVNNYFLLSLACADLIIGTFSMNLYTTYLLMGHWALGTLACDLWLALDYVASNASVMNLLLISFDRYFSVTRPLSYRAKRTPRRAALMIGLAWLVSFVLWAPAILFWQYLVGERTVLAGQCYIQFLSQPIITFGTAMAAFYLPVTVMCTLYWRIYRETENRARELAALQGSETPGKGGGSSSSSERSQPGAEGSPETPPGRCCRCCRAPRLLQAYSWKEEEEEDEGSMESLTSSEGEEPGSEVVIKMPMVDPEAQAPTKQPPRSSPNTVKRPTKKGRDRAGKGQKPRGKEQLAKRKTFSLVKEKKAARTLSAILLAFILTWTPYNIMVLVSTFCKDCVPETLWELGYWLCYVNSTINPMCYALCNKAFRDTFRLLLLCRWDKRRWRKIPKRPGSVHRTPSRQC
# CRFBP-R2 agonist = CRF-BP/CRF-R2 complex agonism. HEK293 CRF-R2/CRF-BP, calcium dye fluorescence (FLIPR); percent of saturating CRF peptide response. activation, % at 13.2 µM. hit rate 0.46% among 350,000. AID 588473;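 active = activation of at least 50%, plus an integration ratio under a set limit after plate pattern correction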;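 note: plate controls were neutral control wells without compound for no effect and CRF at EC100 for full effect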
# CHRM5 PAM = CHRM5 positive allosteric modulation. P08912. CHO-K1 hM5, Fluo-8 calcium, ACh EC20 PAM; 0% = ACh EC20, 100% = ACh EC100. activation, % at 3 µM. hit rate 0.3% among 360,000. AID 624038;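 active = activation above the run cutoff, the mean activation of all test compounds plus 3 SD, cut at about 18% in these data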
#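 Assay system: CHO-K1 hM5 cells. Also added: acetylcholine at EC20 concentration, added after compound. Dosing: 3 µM, single dose. Times: compound preincubation 140 s before EC20 acetylcholine addition. Signal: Fluo-8 calcium fluorescence. Measure: % activation relative to EC20 and EC100 ACh responses. Repeats: singlicate, one well per test compound.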
# M1 antag = blocks human M1 muscarinic receptor | inhibition, % at 3 µM | AID 588852 | CHO-K1 hM1, Fluo-8 calcium fluorescence, ACh EC80 antagonist | hit rate 1.3% among 360,000 | P11229;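 active = percent inhibition above its own plate's cutoff, namely the mean of that plate's compound wells plus 3 SD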;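 note: peak over basal fluorescence ratio during 140 s after agonist addition; 0% = ACh EC80 plus DMSO and 100% = DMSO alone without agonist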
# CHRM5 agonist = agonists of human muscarinic M5 receptor (CHRM5); activation, % at 3 µM; hit rate 0.19% among 360,000; CHO-K1 hM5 cells, Fluo-8 calcium fluorescence; 0% DMSO wells, 100% maximal acetylcholine response; AID 624037;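 active = activation above the run's mean over test compounds plus 3 SD, cut at about 23% in these data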;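 note: signal is peak over basal fluorescence ratio across the kinetic read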
# An asterisk follows results filed as active; · = no result given.
SMILES,CHRM4 agonist,CHRM4 PAM,M4 antag,CHRM5 antagonist,CHRM1 PAM,CRFBP-R2 agonist,CHRM5 PAM,M1 antag,CHRM5 agonist
CCCCn1nnnc1C(c1ccccc1)N1CCN(c2cccc(C)c2C)CC1 (centres undefined),0,10,-14,-8,·,·,-3,·,-2
COc1cc(-c2nc(-c3cccc(C)c3)no2)cc(OC)c1OC,1,-7,-3,-16,0,9.2,9,-4,0
CCC(OC(=O)c1nsc(Cl)c1Cl)C(=O)NCc1ccco1 (centres undefined),0,2,3,1,6,-3.9,2,-12,-1
CC(=O)c1ccc(N2CCN(C(=O)c3nn(C)c4c3CS(=O)(=O)c3ccccc3-4)CC2)cc1,11,-3,3,9,-4,0.0,-10,4,5
CS(=O)(=O)N(Cc1ccccc1)c1ccc(C(=O)NCc2ccccc2)cc1,4,-6,8,2,8,0.6,-7,-5,3
CCC(SC1=NCCS1)C(=O)Nc1nnc(-c2ccccc2OC)s1 (centres undefined),1,5,-6,2,5,1.6,-5,-11,2
NCCS(=O)(=O)NC1CCCCC1,1,3,-2,-11,-1,-2.2,3,6,-1
CCC(=O)c1cccc2c1N=CC1=C(CC(C)(C)CC1=O)N2,0,9,-15,-3,12,-0.5,3,-14,0
CC(=O)N1CCN(c2nc(CC(C)C)c3c(c2C#N)CCC3)CC1,2,-4,-12,-8,3,-0.6,4,-14,-10
CCCn1nnc(NC(=O)c2cccc(Cl)c2)n1,0,4,9,2,8,-0.6,-1,-16,1
N#Cc1c(-c2ccc(F)cc2)cc(-c2cccnc2)nc1N,1,2,-4,-1,6,4.5,-9,-6,0
O=C(CNS(=O)(=O)c1ccc(Br)cc1)Nc1ccc2c(c1)OCCO2,6,1,-14,-2,7,0.7,-3,-13,0
COc1cccc(OC)c1OCCCSc1nc(C)cc(=O)[nH]1,-1,2,2,4,11,-1.4,0,-10,5
COc1ccc(NC(=O)CN2CCCCC2)cc1,0,2,5,-5,7,0.4,2,-21,-1
COc1cccc(NC(=S)NC(=O)c2c(Cl)c(C)nn2C)c1,-2,-2,4,-3,8,-0.8,5,-8,-3
CCOC(=O)C1CCCN(C(=O)c2ccco2)C1 (centres undefined),1,0,5,1,-27,-0.9,-2,15,10
Cn1cccc1C(=O)Nc1ccc(Cl)c(S(=O)(=O)N2CCCCC2)c1,3,-1,1,0,2,0.6,-7,-5,2
Cn1nc(C(=O)N2CCN(S(=O)(=O)c3ccc(Cl)cc3)CC2)c2ccccc2c1=O,14,-4,-2,8,-1,-0.9,-6,-11,1
NS(=O)(=O)c1ccc(CCNc2ncnc3sccc23)cc1,2,-9,13,18,-5,-0.1,-13,20,-1
CCCCCN(C(=O)COC(=O)COc1c(C)cc(C)cc1C)c1c(N)n(CCCC)c(=O)[nH]c1=O,1,2,6,3,10,2.5,1,-6,1

# Entries of single compounds as entered above. Screens in order: CHRM4 agonist	CHRM4 PAM	M4 antag	CHRM5 antagonist	CHRM1 PAM	CRFBP-R2 agonist	CHRM5 PAM	M1 antag	CHRM5 agonist
# CS(=O)(=O)N(Cc1ccccc1)c1ccc(C(=O)NCc2ccccc2)cc1 is entered as 4	-6	8	2	8	0.6	-7	-5	3
# CC(=O)c1ccc(N2CCN(C(=O)c3nn(C)c4c3CS(=O)(=O)c3ccccc3-4)CC2)cc1 is entered as 11	-3	3	9	-4	0.0	-10	4	5

# (next part)
SMILES,CHRM4 agonist,CHRM4 PAM,M4 antag,CHRM5 antagonist,CHRM1 PAM,CRFBP-R2 agonist,CHRM5 PAM,M1 antag,CHRM5 agonist
OC[C@@H]1CCCN1Cc1nc(-c2cccs2)no1,0,3,-2,-11,9,-1.7,12,-3,-3
Cc1ccc(C(=O)Nc2ccccc2SCC2CSc3nc4ccccc4c(=O)n32)cc1 (centres undefined),-1,0,6,-1,5,1.2,1,-13,-9
O=C(CNC(=O)c1ccc(-c2ccccc2)cc1)OCc1ccc(Br)cc1,1,-2,4,-4,11,4.6,3,-5,-1
O=C(Nc1cccc(C(F)(F)F)c1)c1ccco1,-2,-4,2,8,13,0.4,1,-16,-3
CCOC(=O)c1c(/N=C/C2C(=O)CC(C)(C)CC2=O)sc2c1CCCC2,0,1,0,-14,6,3.6,6,-2,-4
Fc1ccc2cnc(-c3ccccc3)c(-c3ccc(C(F)(F)F)cc3)c2c1,1,1,-11,-4,3,-0.1,7,-2,4
Cc1ccc(C)c(NC(=S)c2nc3ccccc3s2)c1,-1,1,0,2,1,0.3,1,-12,1
COc1ccc(CCN(CC(=O)NC(C)(C)C)C(=O)Cn2nnc(-c3ccc(C)o3)n2)cc1OC,3,-2,-2,-5,-5,-1.3,-11,0,0
Cc1ccc(NC(=O)C2CCCN(c3ncccn3)C2)c(C)c1 (centres undefined),-1,-10,4,3,1,0.1,2,-3,-1
CCNS(=O)(=O)c1ccc(OC)c(C)c1,3,4,-7,3,7,0.8,-5,2,0
COC(=O)c1ccc(NC(=O)c2ccc3nc(C)sc3c2)cc1,2,-3,3,16,4,-2.6,-10,-13,-2
COCCCNC(=O)/C(C#N)=C/c1cc(C)[nH]c1C,1,4,-13,4,8,-1.4,2,-9,0
O=C(/C=C/c1cccc([N+](=O)[O-])c1)N1CCN(c2ccccc2F)CC1,1,-3,5,12,11,-0.9,0,-2,-6
CC(=O)NC(c1ccccc1)c1nc(-c2cccc(C(F)(F)F)c2)cs1 (centres undefined),1,-2,6,-2,3,·,-1,-12,-3
Cc1cccc(NS(=O)(=O)c2cc3c4c(c2)CCC(=O)N4CCC3)c1,7,5,6,8,8,-0.4,-6,-3,3
CC(C)OC(=O)c1c(N)n(CCCN2CCOCC2)c2nc3ccccc3nc12,2,-2,-2,8,5,-1.3,0,-29,0
COC(=O)CCCCCN1C(=O)NC(C2CC2)C(C(=O)OCc2ccccc2)=C1C (centres undefined),16,-6,16,29*,-13,0.6,-31,18,4
N#C/C(=C/c1ccc(-c2cc([N+](=O)[O-])ccc2Cl)o1)C(N)=O,1,9,-8,-7,4,20,10,-13,-5
COc1cccc(O)c1CN1CCCC(C(=O)c2cccc(C(F)(F)F)c2)C1 (centres undefined),0,-20,10,5,-21,-1.4,-2,27,-9
COc1ccc(S(=O)(=O)NCC(c2cccnc2)N2CCN(Cc3ccccc3)CC2)cc1 (centres undefined),1,9,1,-7,10,-1.0,5,-23,-6
CCCCOc1ccc(C(=O)Nc2ccc(C)cc2[N+](=O)[O-])cc1,0,8,3,0,9,-2.1,1,-8,-2
O=C(Nc1ccc(Cl)cc1)C1CC2CCCC(C1)C2=O (centres undefined),1,5,-3,-13,14,-0.4,5,-13,1
COc1ccc(N(C(C)=O)c2nc(C)cc(C)c2C#N)c(OC)c1,1,2,-5,0,10,-0.4,-2,-7,-1
O=C(CSc1nnc(-c2ccc(S(=O)(=O)N3CCCC3)cc2)o1)NCc1ccccc1,2,8,25,12,3,-0.6,-5,3,1
COc1ccc(S(=O)(=O)N2CCOCC2)cc1NC(=O)C1CC1,0,-1,6,20,6,3.5,4,-11,-2
CCOc1ccccc1OCC(=O)OCc1csc(CC(=O)Nc2ccccc2C)n1,5,-6,1,6,4,-5.4,-6,-5,0
O=C(CCS(=O)(=O)Cc1ccccc1)NCC1CCCO1 (centres undefined),1,6,-12,-1,11,0.3,1,-13,3
CC1=C(C(=O)OCC2CCCO2)C(c2cccc(O)c2)NC(=O)N1 (centres undefined),0,2,4,1,-2,-1.6,1,3,4
O=C(CSc1ccc2ccccc2n1)c1ccc2c(c1)OCO2,-1,8,12,-2,1,4.3,-3,5,-2
CCOc1ccc(CN2C(=O)c3ccccc3C2=O)cc1C(=O)NC1CC(C)(C)NC(C)(C)C1,0,-6,-3,8,2,-0.3,2,-1,-3
Cn1c(CC(=O)c2ccc(Br)cc2)[n+](C)c2ccccc21,0,-9,4,4,6,1.3,-4,-6,-2
Cc1ccc([C@H]2C[C@H](O)[C@@H](n3cc(COC(=O)c4ccccc4)nn3)CN2C(=O)C2CCCCC2)cc1,5,5,-20,-11,7,0.0,9,-6,-1
CCCC(CCC(=O)Nc1ccc(C(=O)OCC)cc1)C(=O)O (centres undefined),0,1,4,-3,5,1.1,8,-31,1
Cc1cccc(N2C(=O)C3C4C=CC(CC4)C3C2=O)c1 (centres undefined),2,3,-2,4,3,0.7,-1,-10,1
N#CC(=Cc1ccc(-c2ccccc2)cc1)C(=O)c1ccccc1,4,9,5,1,0,·,-2,8,1
Cc1ccc(NC(=O)N2CCCCCC2)cc1,1,8,7,5,9,0.5,-2,-13,-5
CCCNC(=O)CSCc1nc(-c2ccc(SC)cc2)oc1C,1,-3,3,-1,4,1.3,0,-6,-4
COc1cccc(-n2c(C)nn(CCOc3ccccc3)c2=O)c1,4,0,2,0,0,0.3,-1,1,2

# Ordered by heavy-atom count (smallest number first): part of the list above.
SMILES,CHRM4 agonist,CHRM4 PAM,M4 antag,CHRM5 antagonist,CHRM1 PAM,CRFBP-R2 agonist,CHRM5 PAM,M1 antag,CHRM5 agonist
CCNS(=O)(=O)c1ccc(OC)c(C)c1,3,4,-7,3,7,0.8,-5,2,0
COc1ccc(NC(=O)CN2CCCCC2)cc1,0,2,5,-5,7,0.4,2,-21,-1
O=C(Nc1ccc(Cl)cc1)C1CC2CCCC(C1)C2=O (centres undefined),1,5,-3,-13,14,-0.4,5,-13,1
COC(=O)c1ccc(NC(=O)c2ccc3nc(C)sc3c2)cc1,2,-3,3,16,4,-2.6,-10,-13,-2
N#CC(=Cc1ccc(-c2ccccc2)cc1)C(=O)c1ccccc1,4,9,5,1,0,·,-2,8,1
Cc1cccc(NS(=O)(=O)c2cc3c4c(c2)CCC(=O)N4CCC3)c1,7,5,6,8,8,-0.4,-6,-3,3
CCOC(=O)c1c(/N=C/C2C(=O)CC(C)(C)CC2=O)sc2c1CCCC2,0,1,0,-14,6,3.6,6,-2,-4
COc1cccc(O)c1CN1CCCC(C(=O)c2cccc(C(F)(F)F)c2)C1 (centres undefined),0,-20,10,5,-21,-1.4,-2,27,-9
CC(C)OC(=O)c1c(N)n(CCCN2CCOCC2)c2nc3ccccc3nc12,2,-2,-2,8,5,-1.3,0,-29,0
CCCCn1nnnc1C(c1ccccc1)N1CCN(c2cccc(C)c2C)CC1 (centres undefined),0,10,-14,-8,·,·,-3,·,-2
O=C(CSc1nnc(-c2ccc(S(=O)(=O)N3CCCC3)cc2)o1)NCc1ccccc1,2,8,25,12,3,-0.6,-5,3,1
CC(=O)c1ccc(N2CCN(C(=O)c3nn(C)c4c3CS(=O)(=O)c3ccccc3-4)CC2)cc1,11,-3,3,9,-4,0.0,-10,4,5
CCCCCN(C(=O)COC(=O)COc1c(C)cc(C)cc1C)c1c(N)n(CCCC)c(=O)[nH]c1=O,1,2,6,3,10,2.5,1,-6,1

# Source: PubChem BioAssay
